# EP2 antag – inhibitors of human EP2 prostaglandin E2 receptor; P43116; C6 glioma cells expressing human EP2, cAMP TR-FRET; cells stimulated with saturating PGE2; 260,000 tested, 0.52% active; inhibition, % at 25 µM;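 active means percent inhibition above 40 after rounding to a whole number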;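 further: rat C6 glioma host cells with rolipram phosphodiesterase inhibitor present; the protocol text gives 20 µM as final concentration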
# Target sequence (P43116 whole entry, looked up): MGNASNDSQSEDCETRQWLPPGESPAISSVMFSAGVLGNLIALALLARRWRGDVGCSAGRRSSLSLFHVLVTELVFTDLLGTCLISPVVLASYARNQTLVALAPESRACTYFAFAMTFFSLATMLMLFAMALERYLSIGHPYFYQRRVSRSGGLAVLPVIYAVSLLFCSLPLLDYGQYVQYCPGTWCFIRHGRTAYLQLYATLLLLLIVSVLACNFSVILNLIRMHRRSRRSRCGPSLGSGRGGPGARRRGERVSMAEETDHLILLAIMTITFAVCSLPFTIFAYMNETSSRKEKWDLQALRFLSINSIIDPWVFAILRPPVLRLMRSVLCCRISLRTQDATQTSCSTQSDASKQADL
# CHOP inh – blocks CHOP induction under ER stress | CHO-K1 CHOP-promoter luciferase, tunicamycin-induced, 15-18 h | inhibition, % at 10 µM | 220,000 tested, 3.8% active;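 active means compounds that reduced the stress-induced luciferase reporter signal by more than about 70% of percent inhibition, limit read from the data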;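 further: 0% = tunicamycin plus vehicle and 100% = wells without tunicamycin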
# EP2 modulator – modulates human prostaglandin E2 receptor EP2 signaling; induction, % at 25 µM; AID 940; 260,000 tested, 0.83% active; EP2-expressing cells, cAMP HTRF FRET, PGE2 co-stimulation; P43116;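 active means compounds whose cAMP rise, as percent of the full-agonist control response, exceeds 60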;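 further: rat C6 glioma line stably carrying human EP2 under a CMV promoter; the protocol text gives 20 µM as final concentration; 100% = response of wells given 1 µM PGE2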
# NPY1 pot ag – human NPY-Y1 potentiation or agonism, primary screen; NPY-Y1 expressing cells, potentiator/agonist activation; activation, % at 3.6 µM; 220,000 tested, 0.37% active; AID 1304; in the data active means activation above about 33%, passing the limit was not always enough;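 further: cells stimulated with NPY at EC10 then isoproterenol at EC100; 0% = low agonist plus stimulus and 100% = saturating agonist plus stimulus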
# Target sequence (P25929 whole entry, looked up): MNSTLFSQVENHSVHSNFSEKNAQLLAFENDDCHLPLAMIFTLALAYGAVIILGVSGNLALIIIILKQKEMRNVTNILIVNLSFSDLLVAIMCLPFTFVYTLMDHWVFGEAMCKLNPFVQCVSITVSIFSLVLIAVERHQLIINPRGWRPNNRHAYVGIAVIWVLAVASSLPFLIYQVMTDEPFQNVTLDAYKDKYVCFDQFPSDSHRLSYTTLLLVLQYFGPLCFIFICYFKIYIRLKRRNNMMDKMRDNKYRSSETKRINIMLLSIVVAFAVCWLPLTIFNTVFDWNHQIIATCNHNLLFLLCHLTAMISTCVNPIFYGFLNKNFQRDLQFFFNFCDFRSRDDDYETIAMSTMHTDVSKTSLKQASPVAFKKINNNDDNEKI
# TRPML3 ag – activates the human TRPML3 channel. HEK293 TRPML3-YFP, Fluo-8 calcium fluorescence; 100% = the carbachol control signal. 220,000 tested, 0.29% active. activation, % at 3 µM;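 active means activation above its plate's cutoff, the mean activation of the plate's test wells plus 3 SD, cut at about 12% in these data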;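 further: 0% = DMSO only wells and 100% = carbachol wells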
#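 Test system: HEK293 cells stably carrying human TRPML3-YFP; Doses: single dose, 3 µM final nominal compound, 0.3% DMSO final; Schedule: dye loading 1 h 37 °C then 30 min ambient, 125 s read; Technique: Fluo-8 calcium fluorescence; Benchmarks: high control carbachol 87 µM, low control DMSO.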
# 14-3-3 Bad PPI – disrupts binding of bovine 14-3-3 zeta to phospho-Bad peptide | TR-FRET 14-3-3zeta/Dy647-pBad peptide displacement, 1 h | 220,000 tested, 0.71% active | inhibition, % at 21.7 µM;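 active means inhibition above about 70%, limit read from the data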;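 further: 0% = full 14-3-3 plus peptide FRET controls and 100% = background without 14-3-3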
# Target sequence (P63103 whole entry, looked up): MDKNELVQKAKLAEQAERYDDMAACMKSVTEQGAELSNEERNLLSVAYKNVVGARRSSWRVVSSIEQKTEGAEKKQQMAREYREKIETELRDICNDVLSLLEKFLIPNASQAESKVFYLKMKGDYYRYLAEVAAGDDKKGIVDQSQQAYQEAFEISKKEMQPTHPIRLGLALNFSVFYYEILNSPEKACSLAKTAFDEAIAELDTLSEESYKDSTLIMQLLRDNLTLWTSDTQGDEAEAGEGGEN
# NPY Y1 blocker – blocks the human neuropeptide Y Y1 receptor; AID 1040; 200,000 tested, 1% active; HEK293-CNG Y1 cells, membrane potential fluorescence; NPY at EC95, then isoproterenol; inhibition, % at 3.6 µM;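 active means inhibition above the campaign mean inhibition of all tested compounds plus 3 SD, cut at about 20% in these data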;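 further: 0% = DMSO wells given NPY plus isoproterenol and 100% = isoproterenol alone without NPY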
#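 System: HEK293 cells with Y1 receptor plus CNG channel / Probe or stimulus: NPY 25 nM then isoproterenol 1 µM plus Ro 20-1724 25 µM / Compound: one concentration, 3.6 µM, in 0.4% DMSO / Schedule: compound incubation 1 h at room temperature, readout 45 min post-stimulation / Measured by: membrane potential fluorescence / Read-out: % inhibition of NPY effect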
# zfTRPN1 agonist – activates the zebrafish TRPN1 channel; HEK293 zebrafish TRPN1-YFP, Fluo-8 calcium fluorescence; 100% = response to 87 µM carbachol; activation, % at 3 µM; 220,000 tested, 0.18% active; AID 1424;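 active means activation above its plate's cutoff, the mean activation of test wells on that plate plus 3 SD, cut at about 19% in these data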;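 further: 0% = DMSO alone and 100% = 87 µM carbachol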
#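 Material – zebrafish TRPN1-YFP in HEK293 cells · Doses – 3 µM single point · Schedule – dye 1 h 37 °C plus 30 min RT · Signal – Fluo-8 calcium fluorescence, excitation 470-495 nm, emission 515-575 nm · Read-out – % activation versus carbachol response · Control set – carbachol high, DMSO low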
# PPC-1+TRAIL kill – PPC-1 cancer cell killing with TRAIL present. PPC-1 cells + TRAIL, ATPLite viability luminescence. cell killing (% activity), % at 4 µM. 220,000 tested, 0.41% active;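 active means cell killing above 50% in the first pass at 4 µM, then a duplicate retest at 5 µM averaging 50% or more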;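 further: plate controls were cells with TRAIL plus DMSO for no effect and medium-only wells lacking cells for full effect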
# Active calls of the source: *; nt = not tested or not shown; & = joins results of further samples; [ ] = dose if it differs, or a comment.
Structure	TRPML3 ag	EP2 modulator	CHOP inh	NPY1 pot ag	NPY Y1 blocker	EP2 antag	zfTRPN1 agonist	PPC-1+TRAIL kill	14-3-3 Bad PPI
CC(=O)c1cc2c(cc1NC(=O)CN1CCN(C(=O)c3ccco3)CC1)OCO2	0.1	nt	nt	-5	-2	nt	0.1	nt	nt
COc1cccc(CNc2ccc(F)c(Cl)c2)c1O	3.3	-30	54	-7	2	6	0.9	nt	-9
CCOC(=O)N[C@H](Cc1c[nH]c2ccccc12)C(=O)NC1CC1	-0.5	0	-2	10	nt	11	-0.7	13	0
CCOC(=O)Cn1cc(/C=C/[N+](=O)[O-])c2ccccc21	1.6	-32	-18	-6	8	12	-0.1	-16	-3
CC(=O)c1ccccc1NC(=O)CC1(CC(=O)O)CCCCC1	0.1	2	-3	-6	1	7	0.0	26	-6
Cc1ccc2nc(C)cc(C(=O)N3CCCC(CO)(Cc4ccccc4C)C3)c2c1 (configuration not stated)	0.2	-21	14	-1	1	8	-1.1	-12	7
COc1ccc(-c2nc(NC(=O)c3nc4nccc(C)n4n3)sc2C)cc1	-0.6	-13	16	7	-2	12	0.3	18	-10
Cc1ccc(NC(=S)N/N=C2/CCCc3c(C)cc(C)cc32)cc1	1.1	28	41	11	3	2	0.5	20	0[fluorescence artefact?]
O=C(c1cc2nc(C3CC3)cc(C(F)(F)F)n2n1)N1CCCC1	0.8	6	-8	6	-1	13	0.6	12	2
COc1ccc(C2C(C#N)=C(N)Oc3c2c(C)nn3-c2ccccc2)cc1Cn1nc(C)c([N+](=O)[O-])c1C (configuration not stated)	-0.3	-4	10	-1	1	22	1.8	13	-2
O=C(c1ccccc1)c1ccc(OCC(O)CNC2CCCc3ccccc32)cc1 (configuration not stated)	0.7	0	41	-16	6	4	-0.2	17	0[fluorescence artefact?]
O=c1[nH]c2cc3c(cc2cc1CN(CCN1CCOCC1)C(=S)NCC1CCCO1)OCO3 (configuration not stated)	0.3	3	1	-7	1	15	1.2	4	-1
COc1ccc(-n2c(N3CCN(C)CC3)nc3sc4c(c3c2=O)CCCCC4)cc1	1.4	-18	26	2	4	10	1.4	17	1
O=C(COc1ccccc1)Nc1ccccc1C(=O)NCc1ccco1	-1.2	10	-17	-20	1	6	1.2	21	12
CCC(=O)NC(NC(=O)CC)C(Cl)Cl	1.0	5	-17	-3	6	7	-0.4	17	2
CCCCN1CN=C(Nc2nc3ccccc3o2)NC1	0.6	7	-1	-2	5	7	-0.1	11	-15[fluorescence artefact?]
COc1ccccc1N1CCN(C(=O)c2ccc(NC(C)=O)cc2)CC1	0.1	3&-12	34	-14	7	11&11	0.9	8	-5
Cc1ccc(-c2nnn(CC(=O)N(Cc3ccco3)C(C(=O)NC(C)(C)C)c3ccncc3)n2)o1 (configuration not stated)	0.1	24	7	8	1	5	-1.5	20	-4
Cc1ccccc1NC(=O)CSc1nnc(-c2ccco2)c(-c2ccco2)n1	0.5	-5	-18	3	-6	11	-0.1	7	17[fluorescence artefact?]
O=C(Oc1cccc(NC(=O)c2cccs2)c1)c1cccc(S(=O)(=O)N2CCCC2)c1	0.0	-25	24	-4	-1	12	2.0	7	-20
CCCN1CCN(C(=O)Nc2cccc(C(F)(F)F)c2)CC1	1.0	-20	-10	-10	-3	8	0.3	15	-11
COc1ccc(-n2c(N)c(C(=O)NCc3cccnc3)sc2=S)cc1	0.9	10	29	-13	-3	10	0.1	7	-18
N#C/C(=C\Nc1ccc(Cl)cc1)S(=O)(=O)c1ccccn1	-0.1	-47	5	0	nt	3	-1.9	10	2
O=C(O)CCN1C(=O)C2C3C=CC(C3)C2C1=O (configuration not stated)	0.4	0	-2	-3	4	13	0.9	30	0
Cc1ccccc1/C=C\c1nc2ccccc2c(=O)n1Cc1ccccc1	-0.1	63*	18	-10	13	10	-2.6	30	2

# 2 records drawn at random from those above, as already listed:
Structure	TRPML3 ag	EP2 modulator	CHOP inh	NPY1 pot ag	NPY Y1 blocker	EP2 antag	zfTRPN1 agonist	PPC-1+TRAIL kill	14-3-3 Bad PPI
CC(=O)c1cc2c(cc1NC(=O)CN1CCN(C(=O)c3ccco3)CC1)OCO2	0.1	nt	nt	-5	-2	nt	0.1	nt	nt
CCOC(=O)Cn1cc(/C=C/[N+](=O)[O-])c2ccccc21	1.6	-32	-18	-6	8	12	-0.1	-16	-3

# Additional entries
Structure	TRPML3 ag	EP2 modulator	CHOP inh	NPY1 pot ag	NPY Y1 blocker	EP2 antag	zfTRPN1 agonist	PPC-1+TRAIL kill	14-3-3 Bad PPI
C#CCOCCOCCOCCNc1nc(N2CCN(C(=O)C([C@@H](C)CC)n3cc(C(N)CO)nn3)CC2)nc(N2CCN(C(=O)[C@H](CCC(=O)O)n3cc(C(N)[C@H](C)CC)nn3)CC2)n1 (some centres not stated)	nt	22	-15	nt	nt	9	nt	-5	8
CC(C)Cn1c2c(c(O)c(C(=O)Nc3nccs3)c1=O)CCCC2	0.5	32	12	9	10	nt	0.1	-1	-2
O=C(Cc1ccccc1)Nc1c(C(=O)N2CCCCCC2)cnn1-c1ccccc1	0.4	4	-17	-24	0	0	0.5	31	0[fluorescence artefact?]
C/C(CCN1CCCCc2nc(C)c(C)cc21)=N\O[C@@H](C)c1cn([C@H](CO)Cc2ccccc2)nn1	0.3	20	27	-33	-1	-5	-0.6	-5	0[fluorescence artefact?]
CCCNC(=O)c1nn2cc(Br)cnc2c1Br	0.8	2	27	-2	2	9	0.3	-8	6
O=[N+]([O-])c1ccc(S(=O)(=O)N2CCN=C2SCc2cccnc2)cc1	-0.4	-38	11	12	-1	7	-0.2	22	-10
CC1(C)Cc2ccccc2-c2nnc(SCC(=O)N3CCc4ccccc43)n21	0.1	6&29	77*	-15	0	6&19	-1.4	16	33[fluorescence artefact?]
COc1c(C)cc(Br)cc1C(=O)Nc1ccc(Cc2ccncc2)cc1	-0.4	64*	45	4	-1	11	0.0	-8	1
CCOC(=O)N1CCC(NC(=O)Cn2cccc2C(=O)c2ccccc2)CC1	-0.2	8	45	14	0	15	-1.3	-8	2
CCCC(=O)NC(=S)Nc1ccc(NC(=O)C(C)C)c(OC)c1	0.0	9	23	0	1	9	2.1	-2	10
BrC(=C\c1ccccc1)/C=N/N1CCN(Cc2ccccc2)CC1	-0.8	-6	98*	-8	2	4	0.6	-3	7
Cc1cc(/C=C(\C#N)C(=O)NCCc2c[nH]c3ccccc23)c(C)n1C	0.3	-49	-9	-17	8	6	-0.7	9	-24
C(=N\Nc1nc2ccccc2s1)/c1cccs1	0.4	8	66	5	-5	23	0.7	32	-3[fluorescence artefact?]
N#CCSc1nnc(Cc2cccs2)n1C1CCCCC1	0.8	30	9	-1	2	4	1.2	-15	5[fluorescence artefact?]
CC(CCc1ccccc1)NC(=O)CNC(=O)COc1ccccc1 (configuration not stated)	-1.4	-20	11	-11	1	2	-1.8	5	-3
COc1cc(S(=O)(=O)Nc2cc(C)cc(C)c2)ccc1F	0.2	-2	-1	0	-2	5	-0.5	10	1
Cc1cc(C(=O)COC(=O)CNC(=O)c2ccc(Cl)c(Cl)c2)c(C)n1Cc1ccco1	-0.1	10	19	7	2	8	1.3	8	-2
NS(=O)(=O)c1ccc(CNC(=S)Nc2ccc(F)c(Cl)c2)cc1	1.2	-32	16	8	-5	6	2.0	14	-21
O=c1c(Cc2ccc(F)cc2)c(O)ccn1CC1CCCO1 (configuration not stated)	0.6	29	10	9	0	0	0.2	6	-18
COc1cccc(/C=C/C(=O)OCC(=O)NCCC2=CCCCC2)c1	-1.0	-45	5	-26	13	5	-2.6	3	-6
COC(=O)c1c(NC(=O)COC(=O)Cn2cnc3ccccc32)sc(C)c1C	-0.3	6	-6	-2	2	16	-1.2	10	4
O=C(N/N=C/C=C/c1cccc([N+](=O)[O-])c1)C(O)c1ccccc1 (configuration not stated)	0.4	-35	17	17	0	9	0.4	-15	-6
CCn1cc(C(=O)OCC(=O)Nc2c(C)cccc2C)c(=O)c2ccc(C)nc21	0.2	19	39	-7	3	6	0.3	-4	6
CCCCn1c(C(C)NC(=O)COC)nc2ccccc21 (configuration not stated)	-0.1	19	22	4	-3	3	0.4	13	-7
COc1ccc(C(=O)Nc2cc3c(cc2OC)CCCC3)cc1Br	0.1	6	82*	-78	29*	nt	0.6	4	11

# Further structures:
Structure	TRPML3 ag	EP2 modulator	CHOP inh	NPY1 pot ag	NPY Y1 blocker	EP2 antag	zfTRPN1 agonist	PPC-1+TRAIL kill	14-3-3 Bad PPI
O=S(=O)(NCCOc1ccccc1Cl)c1ccc2oc3ccccc3c2c1	0.7	nt	nt	-39	10	nt	0.6	nt	nt
CN1C(=O)C(O)(CC(=O)c2cccnc2)c2ccccc21 (configuration not stated)	0.1	25	4	-21	-2	2	0.6	-6	-1
COc1cc2[nH]c(=O)n(CCCC(=O)NCCc3ccccc3)c(=O)c2cc1OC	-0.2	-1	-17	-11	-1	nt	0.8	6	5
c1ccc(CCCCNCC2COc3ccccc3O2)cc1 (configuration not stated)	1.0	17	-5	-4	20*	4	0.4	19	-7
Cc1cc2nc(C3CCN(C(=S)NCC(C)C)CC3)[nH]c2cc1C	-0.6	-12	-2	-10	-3	13	-0.9	18	-11
COc1ccc(Nc2ccnc(Nc3ccc(OC)cc3)n2)cc1	1.6	-3	57	-2	-1	9	2.7	38	3
O=C(O)CC(C(=O)NC1CCCCC1)C1CCCO1 (configuration not stated)	0.8	38	-15	13	-3	3	-0.1	20	2
COCCSc1ccccc1C(=O)Nc1cc(C)ccn1	0.7	-60&-15	15	-12	0	11&14	0.1	-6	-4
O=S(=O)(NC1CC1)c1ccc(S(=O)(=O)N2CCN3CCCC3C2)cc1 (configuration not stated)	0.3	13	7	13	1	10	0.4	3	3
CCOC(=O)c1c(C)n(C)c2cc(Br)c(C)cc12	0.1	54	5	11	3	22	0.5	16	-6
CCCc1cc(=O)n2[nH]c(-c3cc(OC)c(OC)c(OC)c3)nc2n1	0.1	26	-7	-8	-5	8	-1.1	13	10
CCOC(=O)n1c(=O)n(Cc2c(Cl)cccc2Cl)c2ccccc21	-0.3	41	73*	-14	9	6	-2.2	10	-9
CN(C)c1ccc(/C=N/NC(=O)CN(c2ccccc2Cl)S(C)(=O)=O)cc1Br	-0.2	17	41	-33	2	9	-1.4	27	18[fluorescence artefact?]
Cc1nc2nc(-c3ccc(Cl)cc3)[nH]n2c(=O)c1C	0.9	15	24	19	-1	10	1.1	40	-5[fluorescence artefact?]
Cc1ccc(NC(=O)CSc2nnc(NC(=O)c3ccc(S(=O)(=O)N4CCOCC4)cc3)s2)cc1	0.3	17	68	-9	4	3	1.2	11	-8[fluorescence artefact?]

# This is a subset (hit frequency here may not be typical).
